GDH-TPI inh: GDH-TPI coupled enzyme inhibition counter-screen. AID 588335. actives 1.2% (n = 360,000). inhibition, % at 4.8 µM. GDH-TPI coupled enzyme counterscreen, NADH absorbance; in the data active = inhibition above about 30%;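 also: 0% = DMSO wells and 100% = wells lacking the enzyme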
BoNT-F LC inh: inhibitors of Botulinum neurotoxin F light chain protease | Multiplex microsphere protease cleavage assay, flow cytometry | inhibition, % at 10 µM | actives 0.22% (n = 360,000); in the data active = inhibition above about 35%, passing the limit was not always enough; inconclusive = no clear call, values can overlap the other calls; also: plate controls were buffer without enzyme for full effect and enzyme alone for no effect
BoNT-A LC inh2: inhibitors of Botulinum neurotoxin A light chain protease; multiplex microsphere protease substrate cleavage, flow cytometry; actives 0.17% (n = 360,000); inhibition, % at 10 µM; also: plate controls were buffer without enzyme for full effect and enzyme alone for no effect
Mtb UGM inh: blocks M. tuberculosis UGM enzyme; purified UGM, fluorescence polarization probe displacement; inhibition, % at 10 µM; actives 0.06% (n = 320,000); in the data active = inhibition above about 10%, passing the limit was not always enough; inconclusive = no clear call, values can overlap the other calls
Anthrax LF prot: anthrax lethal factor protease inhibition; actives 0.12% (n = 360,000); inhibition, % at 10 µM; multiplex microsphere protease cleavage assay, LF; AID 588501; also: plate controls were buffer without enzyme for full effect and enzyme alone for no effect
Target sequence (P15917 whole entry, looked up): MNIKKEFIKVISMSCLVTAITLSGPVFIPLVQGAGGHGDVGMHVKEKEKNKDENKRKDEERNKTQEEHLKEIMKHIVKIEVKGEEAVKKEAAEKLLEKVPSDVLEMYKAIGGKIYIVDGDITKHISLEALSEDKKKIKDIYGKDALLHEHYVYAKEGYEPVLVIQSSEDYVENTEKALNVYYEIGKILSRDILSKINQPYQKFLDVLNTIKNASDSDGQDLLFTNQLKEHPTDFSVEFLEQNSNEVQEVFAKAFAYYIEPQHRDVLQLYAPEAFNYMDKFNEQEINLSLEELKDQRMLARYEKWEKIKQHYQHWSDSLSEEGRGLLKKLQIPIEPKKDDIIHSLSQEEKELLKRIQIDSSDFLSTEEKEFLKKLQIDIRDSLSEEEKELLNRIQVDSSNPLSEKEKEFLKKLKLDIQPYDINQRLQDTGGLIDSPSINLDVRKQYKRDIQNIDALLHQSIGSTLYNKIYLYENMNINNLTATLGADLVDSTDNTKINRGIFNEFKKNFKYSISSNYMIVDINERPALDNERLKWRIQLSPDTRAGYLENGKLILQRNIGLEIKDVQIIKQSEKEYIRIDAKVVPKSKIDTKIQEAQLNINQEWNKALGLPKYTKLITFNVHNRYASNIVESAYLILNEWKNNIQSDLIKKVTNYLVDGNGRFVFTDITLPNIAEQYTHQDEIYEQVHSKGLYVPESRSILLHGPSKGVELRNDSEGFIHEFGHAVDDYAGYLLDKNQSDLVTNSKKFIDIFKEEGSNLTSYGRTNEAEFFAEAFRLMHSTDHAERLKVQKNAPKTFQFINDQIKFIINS
Mtb FBA inh: Mtb fructose-bisphosphate aldolase inhibition. P9WQA3. purified M. tuberculosis FBA, fluorescence read-out. inhibition, % at 1 µM. actives 2.3% (n = 360,000). AID 588726; in the data active = inhibition above about 27%;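 also: 0% = vehicle and 100% = reference inhibitor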
PfHsp40 rescue: compounds rescuing yeast from Plasmodium falciparum HSP40 toxicity. S. cerevisiae expressing PfHsp40, growth rescue, ATP luminescence. growth rescue, % at 12.5 µM. actives 0.68% (n = 340,000); in the data active = growth rescue above about 28%, passing the limit was not always enough; inconclusive = no clear call, values can overlap the other calls;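 also: yeast W303a lacking pdr1 and pdr3 grown in galactose medium; growth measured after three days at 30 °C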
BioA inh: inhibitors of Mycobacterium tuberculosis BioA enzyme. purified M. tuberculosis BioA enzyme, plate reader. inhibition, % at 9.99 µM. actives 0.096% (n = 360,000). AID 602481; in the data active = inhibition above about 40%; inconclusive = no clear call, values can overlap the other calls
FadD28 FP inh: blocks FadD28 binding to the bisubstrate probe. fluorescence polarization. inhibition, % at 12.5 µM. actives 0.22% (n = 360,000). AID 588549; in the data active = inhibition above about 8.5%, passing the limit was not always enough; inconclusive = no clear call, values can overlap the other calls
* marks the source's active call; other numbers are inactive results; ? = inconclusive; nt = no result given. Rule as the data show it, unless noted: active = inhibition above about 30%; inconclusive = no clear call, values can overlap the other calls; inactive = below that. Random draw from the library (roughly 4.7% active in at least one column).

SMILES	GDH-TPI inh	BoNT-F LC inh	BoNT-A LC inh2	Mtb UGM inh	Anthrax LF prot	Mtb FBA inh	PfHsp40 rescue	BioA inh	FadD28 FP inh
COc1cc(C(=O)NCc2ccccc2)cc(Br)c1OC	2	0	0.6	0.5	-1	-2	1.2	nt	-4.3
Cc1cccc(CN(C)CCc2ccccn2)c1	3	-5	-1.5	4.4	1	7	-0.1	-0.6	2.0
CC1Cc2ccccc2N1C(=O)CNc1ccccc1N1CCCCC1 (stereo unspecified)	2	-13	0.0	-0.7	-9	-1	-0.2	-0.5	-2.7
Cc1cc(C)n(-c2ccc(C(F)(F)F)cc2[N+](=O)[O-])n1	12	2	1.5	0.4	5	5	-1.6	nt	-0.8
COc1cc(CN(C)Cc2ccccc2)cc(OC)c1O	-4	-29	0.0	-1.3	-5	3	-1.5	0.5	-3.7
CN(Cc1nc2ccccc2c(=O)[nH]1)C(=O)c1cc(C2CC2)nn1-c1ccccc1	-3	-4	-0.6	0.4	-2	-1	0.8	9.5	-3.2
O=C(O)CCCC(=O)Nc1ccc(Oc2ncnc3cc(Cl)ccc23)nc1	9	-11	-1.0	0.9	-5	1	-1.4	-1.3	-2.6
CN(C)c1ccc(-c2sc(Nc3ccccc3)n[n+]2-c2ccc(F)cc2)cc1	21	10	8.2	1.2	26	4	-0.2	-1.5	-1.3
COc1ccccc1NCC(=O)c1ccc(C)c(C)c1	0	10	-1.2	-1.6	8	4	-0.9	-0.7	-1.9
Cc1ccc(C(c2cc(Cl)c3cccnc3c2O)N2CCN(C)CC2)cc1 (stereo unspecified)	3	-17	-2.7	0.4	-6	4	61*	-0.4	-3.9
O=C(Cn1cc(C(=O)c2ccco2)c2ccccc21)Nc1ccccc1	34*	-4	-0.4	9.9	9	-3	-0.3	-1.1	-3.1
CC(C(=O)OCC(=O)Nc1cccc(S(=O)(=O)N2CCOCC2)c1)N1C(=O)c2ccccc2C1=O (stereo unspecified)	-7	0	-0.5	0.0	-2	-7	0.8	-1.8	-3.4
CC(C)(C)c1ccc(Oc2cccc(C3CC(=O)C(C4NCCc5ccccc54)C(=O)C3n3cncn3)c2)cc1 (stereo unspecified)	3	6	-0.3	0.6	1	-4	0.0	-3.3	0.8
CCOC(=O)CN[C@H]1CCC2C3CC=C4C[C@@H](O)CC[C@]4(C)C3CC[C@@]21C (stereo partly specified)	3	-6	-0.2	0.0	-4	2	-1.4	nt	-0.9
COCCNC(=O)/C(C#N)=C/c1ccc(OCc2ccccc2)cc1	17	4	-1.4	-0.1	-1	-1	1.4	-2.0	-1.2
O=C(c1cnc(-c2ccc(Cl)cc2)s1)c1ccc(Cl)cc1Cl	1	-2	2.0	-1.8	3	-1	-0.1	-0.3	-2.0
Cc1occc1C(=O)NNS(=O)(=O)c1ccc(Cl)cc1	0	-19	-1.4	-0.5	-5	3	0.8	-2.1	-2.5
Fc1cccc(NC(=S)NCc2cccnc2)c1	-3	-1	-0.5	-1.8	2	-3	-0.6	nt	-1.8
COc1ccc2c(C)cc(N3CCN(c4ccc(F)cc4)CC3)nc2c1	9	-13	-0.3	-0.9	-1	2	2.5	-1.2	-1.1
Cc1c(NC(=S)NC(NC(=O)C(C)(C)C)C(Cl)(Cl)Cl)c(=O)n(-c2ccccc2)n1C (stereo unspecified)	5	-9	-0.8	1.6	-4	4	0.4	-0.9	-3.6

Part of the list above, bar-delimited.
mol | GDH-TPI inh | BoNT-F LC inh | BoNT-A LC inh2 | Mtb UGM inh | Anthrax LF prot | Mtb FBA inh | PfHsp40 rescue | BioA inh | FadD28 FP inh
COc1cc(C(=O)NCc2ccccc2)cc(Br)c1OC | 2 | 0 | 0.6 | 0.5 | -1 | -2 | 1.2 | nt | -4.3
Cc1cccc(CN(C)CCc2ccccn2)c1 | 3 | -5 | -1.5 | 4.4 | 1 | 7 | -0.1 | -0.6 | 2.0
CC1Cc2ccccc2N1C(=O)CNc1ccccc1N1CCCCC1 (stereo unspecified) | 2 | -13 | 0.0 | -0.7 | -9 | -1 | -0.2 | -0.5 | -2.7
Cc1cc(C)n(-c2ccc(C(F)(F)F)cc2[N+](=O)[O-])n1 | 12 | 2 | 1.5 | 0.4 | 5 | 5 | -1.6 | nt | -0.8
COc1cc(CN(C)Cc2ccccc2)cc(OC)c1O | -4 | -29 | 0.0 | -1.3 | -5 | 3 | -1.5 | 0.5 | -3.7
CN(Cc1nc2ccccc2c(=O)[nH]1)C(=O)c1cc(C2CC2)nn1-c1ccccc1 | -3 | -4 | -0.6 | 0.4 | -2 | -1 | 0.8 | 9.5 | -3.2
O=C(O)CCCC(=O)Nc1ccc(Oc2ncnc3cc(Cl)ccc23)nc1 | 9 | -11 | -1.0 | 0.9 | -5 | 1 | -1.4 | -1.3 | -2.6
CN(C)c1ccc(-c2sc(Nc3ccccc3)n[n+]2-c2ccc(F)cc2)cc1 | 21 | 10 | 8.2 | 1.2 | 26 | 4 | -0.2 | -1.5 | -1.3
COc1ccccc1NCC(=O)c1ccc(C)c(C)c1 | 0 | 10 | -1.2 | -1.6 | 8 | 4 | -0.9 | -0.7 | -1.9
Cc1ccc(C(c2cc(Cl)c3cccnc3c2O)N2CCN(C)CC2)cc1 (stereo unspecified) | 3 | -17 | -2.7 | 0.4 | -6 | 4 | 61* | -0.4 | -3.9

The listing continues:
SMILES	GDH-TPI inh	BoNT-F LC inh	BoNT-A LC inh2	Mtb UGM inh	Anthrax LF prot	Mtb FBA inh	PfHsp40 rescue	BioA inh	FadD28 FP inh
Clc1cccc(Cn2ncc3ccccc32)c1	6	19	0.1	0.0	-7	-1	-0.2	8.8	-3.6
CCN(CC)CCNC(=O)c1c(O)c2cccc3c2n(c1=O)CCC3	10	2	-0.2	nt	0	4	-0.5	0.2	-1.0
CC(C)(C)NC(=O)Cn1c(=O)n(CC(=O)NC(C)(C)C)c2ccccc21	-3	4	-0.4	-0.7	2	0	0.0	nt	-1.6
CN(C(=O)CSc1nc(C2CC2)nc2ccccc12)c1nc(-c2ccccc2)cs1	8	4	-0.9	-1.6	-5	2	0.7	-2.7	-1.2
CCC(=O)Nc1ccc(C(=O)N/N=C/c2cc(Br)c(OC)cc2OC)cc1	22	-4	-0.2	-1.8	0	1	-0.5	nt	-1.4
COc1ccc(-c2noc(COc3ccc4c(c3)OCO4)n2)cc1	19	8	3.1	0.2	-2	-1	0.1	-4.1	0.8
COC(=O)c1ccc(-c2nc3cc(Cl)c(N)cc3s2)cc1	-5	-3	0.7	-0.9	1	6	-0.5	-2.1	-4.7
COc1cc(/C=N/NC(=O)c2cc(-c3ccccc3)nc3ccccc23)cc(OC)c1O	23	-14	-1.0	0.4	-3	-4	1.1	-0.6	-3.8
Cn1c(C2CCCCC2)nc2ccccc21	10	nt	nt	-1.7	nt	-1	-0.6	-0.8	-2.2
CCc1cc(-c2n[nH]c(C)c2Oc2ccc(C(C)C)cc2)c(O)cc1O	3	-17	?	-0.3	-5	2	-0.1	-1.1	-6.0
O=C(Cn1nnc(-c2ccccc2)n1)N/N=C/c1cccc([N+](=O)[O-])c1O	7	2	-1.2	-0.1	1	2	0.1	nt	2.6
Cc1ccc2c(CC(=O)N3CCOCC3)coc2c1	12	-4	0.0	0.4	0	4	?	nt	0.5
CC1=C(C(=O)N2CCOCC2)CC(CC(=O)NCc2cccc3ccccc23)C(=O)N1Cc1ccc(C(C)(C)C)cc1 (stereo unspecified)	nt	0	-0.2	nt	5	-3	nt	0.8	-3.5
O=C(NCc1cccnc1)c1cc(-c2ccccc2)on1	-8	-9	-0.8	0.4	-3	-3	0.6	-1.2	?
CC(=O)c1cccc(N(CC(=O)N2CCOCC2)S(C)(=O)=O)c1	-4	-9	-0.4	-1.2	-6	-5	0.1	1.3	-4.5
COc1ccc(N2C(=O)C(Cl)=C(N3CCN(Cc4ccccc4)CC3)C2=O)cc1	4	-2	-0.6	nt	-4	0	0.2	-0.9	-6.2
CC(C)(C)C1CCc2sc(C(=O)NNC(=O)CCl)cc2C1 (stereo unspecified)	-4	-3	-0.5	nt	-3	1	0.8	-1.8	-0.8
O=C(CN1CCCCC1)N/N=C/c1ccc(Cl)cc1	-3	nt	nt	2.6	nt	0	1.0	0.8	-0.7
Cc1cccc(-c2c(NC(=O)c3ccco3)oc3c(C)cccc3c2=O)c1	14	7	0.1	0.3	1	-2	-1.6	nt	-3.9
COc1ccc(N2CCN(C(=O)C3CCCN3S(=O)(=O)c3cccc4nsnc34)CC2)cc1 (stereo unspecified)	11	2	-2.7	2.7	-6	3	0.7	-1.1	-0.9
Nc1nc(NCc2ccccc2)nc(NCc2ccccc2)c1[N+](=O)[O-]	14	-5	0.2	-2.1	-4	0	-1.5	-0.8	-1.6
O=C(NCCc1ccccc1)c1noc2c1CCc1ccccc1-2	14	20	14	4.6	0	1	-0.2	-2.5	0.6
CCOc1ccc(S(=O)(=O)NCCC(=O)NCCc2ccc(C(C)C)cc2)cc1	-4	5	-0.2	-2.4	0	2	0.3	nt	-4.2
Cc1cc(C)c2[nH]c(=O)c(=O)[nH]c2c1	12	5	-0.1	-1.5	-4	-3	-0.2	0.8	-4.1
Cc1ccccc1Oc1cc(-n2ncc(Cl)c(Cl)c2=O)ncn1	10	9	1.0	1.1	3	1	-1.9	-0.6	-2.3
CCN(Cc1ccccc1)C(=O)Cn1cc2c(n1)CCCC2	5	-3	-1.0	2.2	-9	3	-0.9	-0.4	0.3
Cc1cccc(OCC(O)CN2C(C)(C)CC(O)CC2(C)C)c1 (stereo unspecified)	2	3	0.4	-1.0	-2	-2	-0.2	-0.7	-0.7
Cc1cccc(NS(=O)(=O)c2cc3c4c(c2)C(C)C(=O)N4CCC3)c1 (stereo unspecified)	2	-8	-0.7	-0.4	-2	-3	-0.5	0.7	-2.1
CCCCn1c(O)c(C=NC2CCCCC2N)c(=O)[nH]c1=O (stereo unspecified)	-1	-14	0.1	-2.0	2	0	-0.8	-1.7	-4.8
COc1ccc(C2=NN(C(=O)c3cccs3)C(O)(C(F)(F)F)C2)cc1 (stereo unspecified)	2	0	0.5	-0.1	-6	2	3.3	nt	-14
CCOC(=O)C1=CCN(S(=O)(=O)c2ccc(Cl)cc2)C1c1ccc(C)cc1 (stereo unspecified)	nt	0	-0.3	nt	-4	1	nt	1.1	-0.9
CC1(C(=O)NC(=S)N(Cc2ccccc2)c2ccccn2)CC1(Cl)Cl (stereo unspecified)	1	-13	-0.7	2.5	0	6	0.2	nt	-0.8
CCOC(=O)NN1C(=O)c2ccccc2NC1C (stereo unspecified)	0	4	-0.3	-2.9	-1	72*	-1.5	2.8	-0.1
CC1=NN(c2ccc(Cl)c(C(=O)O)c2)C(=O)C1	-1	-3	0.2	2.9	-2	-2	7.5	nt	-0.1
Cc1cc(C(=O)NP(=O)(N2CC(C)OC(C)C2)N2CC(C)OC(C)C2)c(C)n1C1CC1 (stereo unspecified)	6	5	-0.3	-0.1	1	1	-1.3	nt	-17
CCCCCCC(=O)Nc1c2c(nc3ccccc13)N(C)CC2	6	18	-0.2	1.9	0	48*	1.1	-0.5	-0.7
CC1(C)OC(=O)C(=CNc2ncccn2)C(=O)O1	-3	-8	-1.5	0.5	-1	6	4.3	-0.1	0.7
O=c1[nH]c2cccnc2n1Cc1ccccc1	-10	-1	0.2	0.5	-6	-1	0.1	-0.4	-2.2
Cc1cc(-c2ccc(Br)cc2)n[nH]1	3	-6	-0.4	-0.9	-2	5	0.6	nt	-0.2
CC(C)(C)NC(=O)NC12CC3CC(CC(C3)C1)C2	3	2	-0.1	-0.7	-2	3	-0.6	nt	-0.3
Cc1cccc(C)c1Nc1nc2ccccc2o1	1	-8	0.0	-0.2	1	-4	-1.2	0.6	-2.0
COc1ccc(CC(=O)Oc2ccc(C(C)C)cc2)cc1S(=O)(=O)N1CCOCC1	1	-1	-2.8	-1.1	-1	6	1.3	nt	0.3
CC(C)(C)c1ccc(C(=O)NNc2cc(N3CCCCC3)nc(N3CCCCC3)n2)cc1	0	-10	-0.1	0.2	-4	-7	-1.1	-1.3	-1.9
COc1ccc2[nH]c(=O)c(CN(C(=O)c3cccnc3)c3ccc(C)cc3)cc2c1	21	-1	-0.4	0.0	3	15	0.0	-0.9	-1.3

High-throughput results from PubChem BioAssay.
